Diaph act CS: diaphorase activation or chemical reduction counter-screen; AID 1229; 190,000 compounds, 0.005% hits; Diaphorase/resazurin coupled assay, resorufin fluorescence, 16 min; active compounds read high; 1 = vehicle wells, 0 = NADH-free wells; activation factor at 20 µM;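 active means diaphorase activity raised at least twofold by the compound at 20 µM; inactive means activation factor below 2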
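System – purified diaphorase enzyme from Clostridium kluyveri · Input – enzyme 0.07 U/mL final · Also added – final NADH 0.114 mM, resazurin 0.1 mM · Measured by – fluorescence of resorufin, 544 nm excitation, 590 nm emission · Timing – 16 min enzyme reaction, ambient temperature · Measure – resorufin increase flagging diaphorase activators or reducers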
TNAP act hiacc: TNAP (human) activation, high acceptor | P05186 | purified TNAP, CDP-star luminescence, 1 M DEA, 30 min; active compounds read high; 0 = EDTA background, 1 = DMSO-only activity | activation factor at 20 µM | 200,000 tested, under 10 active;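 active means activation factor at least 2 at 20 µM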
Target sequence (P05186 whole entry, looked up): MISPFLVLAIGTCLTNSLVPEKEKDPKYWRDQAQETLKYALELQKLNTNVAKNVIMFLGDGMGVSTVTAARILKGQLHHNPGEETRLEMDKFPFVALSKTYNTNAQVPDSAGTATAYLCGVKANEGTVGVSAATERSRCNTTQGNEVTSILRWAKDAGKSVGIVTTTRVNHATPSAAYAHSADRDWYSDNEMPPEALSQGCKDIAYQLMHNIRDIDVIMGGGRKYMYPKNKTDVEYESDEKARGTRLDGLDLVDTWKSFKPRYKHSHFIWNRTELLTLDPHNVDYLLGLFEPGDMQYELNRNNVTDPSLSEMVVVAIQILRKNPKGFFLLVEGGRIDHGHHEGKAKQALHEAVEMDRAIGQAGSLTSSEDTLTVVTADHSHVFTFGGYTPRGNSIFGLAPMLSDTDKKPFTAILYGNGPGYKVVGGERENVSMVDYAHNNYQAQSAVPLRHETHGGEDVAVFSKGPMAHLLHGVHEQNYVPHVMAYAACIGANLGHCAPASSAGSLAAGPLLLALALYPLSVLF
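Measured by: Luminescent substrate turnover signal | Test system: Human TNAP | Input: TNAP 1/800 final | Dosing: 20 µM single point | Schedule: 30 min, room temperature | Controls: EDTA wells as negative control, DMSO wells as positive control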
PMI act: phosphomannose isomerase (human) activation. 190,000 compounds, 0.005% hits. P34949. purified human PMI, coupled resazurin fluorescence, 20 min; active compounds read high; 1 = vehicle control, 0 substrate-free wells. activation factor at 20 µM. AID 1214;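 active means activation factor of 2 or more at 20 µM, relative to plate controls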
Target sequence (P34949 whole entry, looked up): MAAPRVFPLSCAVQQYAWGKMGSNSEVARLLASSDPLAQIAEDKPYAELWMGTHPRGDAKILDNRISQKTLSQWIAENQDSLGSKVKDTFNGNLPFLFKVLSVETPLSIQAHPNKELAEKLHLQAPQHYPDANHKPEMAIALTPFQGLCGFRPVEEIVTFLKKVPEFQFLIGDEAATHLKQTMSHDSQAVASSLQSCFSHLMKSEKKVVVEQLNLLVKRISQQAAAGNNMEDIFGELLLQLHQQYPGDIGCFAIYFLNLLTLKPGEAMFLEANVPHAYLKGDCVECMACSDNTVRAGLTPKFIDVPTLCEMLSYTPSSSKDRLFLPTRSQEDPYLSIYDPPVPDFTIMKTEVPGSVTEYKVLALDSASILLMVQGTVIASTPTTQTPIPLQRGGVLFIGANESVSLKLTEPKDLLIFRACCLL
G6PDH counter: L. mesenteroides G6PDH inhibition counter-screen; AID 1020; 200,000 compounds, 0.12% hits; inhibition, % at 5 µM; Purified L. mesenteroides G6PDH, diaphorase/resazurin coupled fluorescence, 45 min; in the data active means inhibition above about 50%
TNAP inh hi DEA: TNAP (human) inhibition, high acceptor | purified TNAP, CDP-star luminescence, 1 M DEA | AID 1135 | 200,000 compounds, 0.03% hits | inhibition, % at 20 µM;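 active means over 50% inhibition of tissue-nonspecific alkaline phosphatase at 20 µM in the single-dose screen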;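 further: plate controls were DMSO wells for no effect and EDTA-quenched wells as full inhibition for full effect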
PMI act satM6P: activators of human phosphomannose isomerase at near-saturating mannose 6-phosphate; 190,000 compounds, 0.34% hits; activation factor at 20 µM; coupled PMI enzyme assay, resazurin fluorescence, 20 min; active compounds read high; 1 = untreated enzyme, 0 = substrate-free blank; AID 1216;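 active means activation factor of 2 or more at 20 µM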
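Test system: Human PMI in coupled enzyme assay | Input: 15 ng/mL PMI | Medium: HEPES-buffered pH 7.4 with magnesium and detergent | Compound: One concentration, 20 µM, in 1% DMSO | Incubation: Enzyme reaction with compound 20 min at room temperature | Detection: Diaphorase-driven resazurin-to-resorufin fluorescence, excitation 544, emission 590 nm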
TNAP inh noacc: inhibitors of human TNAP without phosphate acceptor. inhibition, % at 20 µM. P05186. 200,000 compounds, 0.26% hits. purified TNAP, CDP-star luminescence, 30 min;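 active means tissue-nonspecific alkaline phosphatase inhibition above about 50% at 20 µM in the single-dose screen, limit read from the data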;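 further: 0% = DMSO negative control and 100% = EDTA positive control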
HMGR II inh: blocks class II HMG-CoA reductase of Enterococcus faecalis | purified E. faecalis HMGR, NADPH absorbance 340 nm kinetic | inhibition, % at 10 µM | 190,000 compounds, 0.41% hits | AID 1066;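 active means inhibition above a set limit, the median over all tested compounds plus 3 SD, cut at about 9.5% in these data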;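 further: enzyme runs in reverse so mevalonate oxidation gives rising NADPH absorbance; 0% = complete reaction with DMSO and 100% = background rate lacking mevalonate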
FLuc act counter: firefly luciferase counter-screen for stimulation assays | P08659 | ATPlite luciferase biochemical, luminescence, 10 min; 0 = ATP-free wells, 1 = DMSO control | activation factor at 10 µM | 200,000 tested, under 10 active | AID 1027;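 active means luciferase activation factor, scaled between plate controls, of at least 2 with compound at 10 µM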
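Material: luciferase plus luciferin reagent, cell-free. Medium: PBS buffer for ATP. Also added: ATP substrate, dispensed from a 10.24 µM working solution in PBS. Doses: test compounds dosed from 2 mM stocks in 100% DMSO. Incubation: 10 min post-reagent at room temperature. Technique: light output (luminescence). Read-out basis: luminescence gain marking luciferase activators.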
Diaphorase inh: inhibits diaphorase or chemically oxidizes, flagging diaphorase assay artifacts | AID 1217 | 190,000 compounds, 0.69% hits | inhibition, % at 20 µM | diaphorase resazurin-to-resorufin fluorescence, NADH, 16 min; bacterial (C. kluyveri) enzyme, not human;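 active means primary screen inhibition at 20 µM above a set limit, cut at about 50% in these data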;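 further: plate controls were DMSO with full reaction for no effect and wells lacking NADH for full effect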
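Test system: bacterial diaphorase enzyme (C. kluyveri); Quantity: 0.14 U/mL diaphorase, enzyme working solution; Times: reaction incubation of 16 min at room temperature; Measured by: fluorescence of resorufin formed from resazurin, Ex 544/Em 590 nm; Benchmarks: positive control minus NADH, DMSO neutral control.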
* marks the source's active call; other numbers are inactive results; . = no result given. No enrichment for hits. Share with any hit: about 1.7%.

SMILES	Diaph act CS	TNAP act hiacc	PMI act	G6PDH counter	TNAP inh hi DEA	PMI act satM6P	TNAP inh noacc	HMGR II inh	FLuc act counter	Diaphorase inh
O=c1c(C(c2ccc(O)cc2)c2c(O)nc3n(c2=O)CCS3)c(O)nc2n1CCS2	0.8	1	1	-6	0	1	22	-1	1	17
COc1ccc(Nc2nc3ccc(OC)cc3s2)cc1	1	1	1	2	-4	1	-16	5	0.8	0
CCOc1ccccc1NC(=S)NCCCn1ccnc1	1	1	1	8	-2	1	-5	1	1	4
Cc1ccc(NC(=O)CCl)cc1S(=O)(=O)N1CCCCCC1	0.9	1.1	1.1	2	-7	1	-12	7	1.1	12
COc1ccc(-c2noc(CCN3C(=O)c4ccccc4C3=O)n2)cc1OC	0.9	1	0.9	-19	3	1	3	-2	1	10
COc1ccc(OC)c(C2=Nn3c(nnc3-c3cc(OC)c(OC)c(OC)c3)SC2)c1	0.8	1.1	1	13	-7	1	3	-2	1.1	25
COc1ccccc1Nc1nc(Cl)c(C=O)s1	0.9	0.9	1	4	6	0.9	0	0	1	15
O=C1NC(Cc2c[nH]c3ccccc23)C(=O)N1CCOc1ccccc1 (stereo unspecified)	0.8	1.1	0.9	-16	-6	1	-6	-2	1	19
Cc1ccc(C2Nc3ccccc3-c3nc4ccccc4n32)o1 (stereo unspecified)	0.8	1	1.2	1	-1	1.1	-11	-7	0.8	20
Cc1ccc2c(c1)C1C=CCC1C(C(=O)O)N2 (stereo unspecified)	0.4	0.9	1.5	2	13	1.8	10	3	1	63*
COC(=O)C1=CN(C2CCCCC2)C=C(C(=O)OC)C1c1ccc2c(c1)OCO2	0.8	1.1	0.8	13	-8	0.9	-14	-7	1.1	25
CCOc1ccc2nc(N3CCC(C(=O)N4CCN(c5ccccn5)CC4)CC3)sc2c1	0.8	1	0.9	-48	-4	0.9	-5	-5	0.9	18
COc1ccc(N2CCN(CCOc3ccc4c(C)cc(=O)oc4c3)CC2)cc1	0.9	1	0.9	-3	4	0.9	4	-1	1	15
CCOC(=O)c1cc(C#N)c(N2CCOCC2)nc1-c1ccccc1	0.9	1.1	1	5	-6	1	-13	-5	1.1	10
O=C(CN1CCN(Cc2ccc(Cl)cc2)C1=O)NCc1cccs1	0.9	1	1	-6	-1	1	-8	4	1.1	7
O=C(NCCCn1ccnc1)C(=O)NCC1OCCN1S(=O)(=O)c1ccc(F)cc1 (stereo unspecified)	1.2	1	1	20	-4	1	1	-3	1.1	-15
CN(C)C(=O)COC(=O)c1ccccc1Nc1ccc(SC(F)F)cc1	0.9	1	0.8	-27	-1	0.9	-3	-7	1	12
COc1ccc(-c2csc(NC(=O)COC(=O)c3ccco3)n2)cc1	0.9	1	1.1	16	-4	1.2	15	-1	1	7
CCN(CC)S(=O)(=O)c1ccc(Cl)c(NC(=O)COc2ccc3c(C)cc(=O)oc3c2)c1	0.8	1	1	-10	0	0.9	-9	-7	1.1	22
O=C(c1ccccc1)N1CCN(C2CCCCCC2)CC1	0.8	1	0.8	6	-4	0.9	-10	-5	1.1	20

Some entries already given with just TNAP inh hi DEA.
compound | TNAP inh hi DEA
O=C(NCCCn1ccnc1)C(=O)NCC1OCCN1S(=O)(=O)c1ccc(F)cc1 (stereo unspecified) | -4
COc1ccc(-c2noc(CCN3C(=O)c4ccccc4C3=O)n2)cc1OC | 3

(cont.)
SMILES	Diaph act CS	TNAP act hiacc	PMI act	G6PDH counter	TNAP inh hi DEA	PMI act satM6P	TNAP inh noacc	HMGR II inh	FLuc act counter	Diaphorase inh
CCCOc1ccc(CN(CCC#N)C(=S)NC(=O)c2ccccc2)cc1	0.8	1.1	0.9	12	-9	0.9	-7	-9	0.9	18
CC1CCc2cc(F)ccc2N1S(=O)(=O)c1ccc(Cl)nc1 (stereo unspecified)	0.9	1	1	21	3	1	-6	-3	1	10
O=[N+]([O-])c1ccc(/C=C/C2=NN(c3ccccc3)C(c3ccco3)C2)o1 (stereo unspecified)	0.9	0.8	1.2	1	23	1.1	0	-2	1	9
C/C(=N\NC(=O)c1cccnc1)c1c(O)cc(C)oc1=O	0.9	1	1.1	10	1	1.1	-4	2	1	10
Cc1cc(C)n(-c2ccc(C(=O)OCC(=O)Nc3cc(Cl)ccc3[N+](=O)[O-])cc2)n1	0.9	1	1.1	-3	0	1	3	-7	1	7
CC(C(=O)NCc1ccccn1)c1ccc([N+](=O)[O-])cc1 (stereo unspecified)	1.1	1	1	4	-4	1	-10	-3	1.1	-8
CCOc1ccc(OCCCCNC(C)(C)C)cc1	0.6	1	0.8	3	-5	0.4	-3	-4	1	36
CCOc1cc(C)c(S(=O)(=O)NC2CCCCC2)cc1C	0.9	1	0.9	8	-4	0.9	-4	-5	1	12
COC(=O)CC1SC(=O)NC1=Nc1ccc(OC)cc1 (stereo unspecified)	0.9	1	1	3	-2	1	-1	1	1.1	8
CCCCOc1cccc(C2(C(=O)O)CCCC2)c1	0.9	1	0.8	7	-2	0.9	-9	0	1	14
O=S(=O)(c1ccc(-c2cn3ccccc3n2)cc1)N1CCOCC1	0.8	1	1	3	-2	1.1	-18	-9	0.9	16
CCOc1ccc(NC(=O)Nc2cccnc2)cc1	1	1	1	4	-4	1	-8	-1	0.2	0
O=C(c1ccc(S(=O)(=O)N2CCCCCC2)cc1)N1CCC(CN2C(=O)c3cccc4cccc(c34)C2=O)CC1	0.9	1	1	-2	3	1	-2	2	1	11
O=C(N/N=C/c1ccccc1OC(=O)N1CCOCC1)c1cccs1	1	1	1.2	16	-2	1.2	-3	-5	0.9	-1
O=C(/C=C/c1ccc(Cl)cc1Cl)NCCN1CCOCC1	0.9	1.1	1	-3	-5	0.9	-13	1	1	10
CN(C)S(=O)(=O)N(CC(=O)N1CCN(c2ccccc2F)CC1)c1ccccc1	0.8	1	0.9	13	-3	0.9	-7	0	1	15
COc1ccc(NC(=O)N2c3ccccc3CC2C)cc1OC (stereo unspecified)	0.9	1.1	1	3	-6	1	-16	6	1	11
CC(=O)c1ccc(N2CCN(C(=O)COc3ccccc3F)CC2)c(F)c1	0.9	1	0.9	3	1	0.9	-2	-4	1	13
O=C(CN1C(=O)/C(=C/c2ccccc2F)Sc2ccccc21)NCc1cccnc1	1	1	1.1	4	-5	1	-7	-11	1	-4
COc1ccc2c(c1OC)C(=O)OC2Nn1cncn1 (stereo unspecified)	1.1	1.1	1.1	19	-10	1.1	-11	3	1.1	-8

Structures shown so far containing a cyano group, in the order listed:
SMILES	Diaph act CS	TNAP act hiacc	PMI act	G6PDH counter	TNAP inh hi DEA	PMI act satM6P	TNAP inh noacc	HMGR II inh	FLuc act counter	Diaphorase inh
CCOC(=O)c1cc(C#N)c(N2CCOCC2)nc1-c1ccccc1	0.9	1.1	1	5	-6	1	-13	-5	1.1	10
CCCOc1ccc(CN(CCC#N)C(=S)NC(=O)c2ccccc2)cc1	0.8	1.1	0.9	12	-9	0.9	-7	-9	0.9	18

Next compounds.
SMILES	Diaph act CS	TNAP act hiacc	PMI act	G6PDH counter	TNAP inh hi DEA	PMI act satM6P	TNAP inh noacc	HMGR II inh	FLuc act counter	Diaphorase inh
c1ccc2sc(NC3=NCN(CCN4CCOCC4)CN3)nc2c1	1	1	1	22	0	1	4	-1	1	-3
CCOc1ccc(CNC(=O)c2ccc(Sc3ccc(C)cc3)c(NC(C)=O)c2)cc1	0.8	1.1	0.9	4	-6	0.9	-7	-8	1.1	24
CCCCC1CCC(C(=O)Nc2ccccc2)CC1 (stereo unspecified)	0.9	1	0.9	2	-3	0.9	-8	-5	1.1	11
O=C(COc1ccccc1)Nc1nnc(-c2ccco2)o1	0.9	1	0.9	10	-3	0.9	-3	-4	1	14
CCN1CCc2nc(NC(=O)c3ccc(S(=O)(=O)N(C)C)cc3)sc2C1	1.1	1	1	5	-1	0.9	-4	1	0.9	-7
CSc1nsc(SC)c1C(=O)OCC(F)(F)F	1.1	1	1.1	7	-5	1.1	-7	-9	1	-8
Cc1cccc2cc(C#N)c(SCC(=O)NNC(=O)Cc3ccccc3)nc12	1	1	1	4	-2	1	-9	-2	1	-4
O=C(Nc1cc(N2CCOCC2)ncn1)Nc1cccc2ccccc12	1	1	0.9	-3	-4	1.1	-12	-3	1	1
C/C(=N/NC(=O)C1CC1(c1ccccc1)c1ccccc1)c1cccs1 (stereo unspecified)	0.9	1	0.9	-12	1	1	-26	2	1	11
COC(=O)c1cccc(NC(=O)/C=C/c2cccc([N+](=O)[O-])c2)c1	0.9	1	0.9	11	2	0.9	-1	2	1	9
O=C(COC(=O)c1cnccn1)NCc1ccccc1	0.9	1.1	1.1	0	-7	1	-14	-5	1.1	9
COc1cc(/C=N/NC(N)=S)ccc1OCC(=O)N1CCOCC1	1	1	0.9	-5	0	1.1	-2	-7	1.1	3
Cc1ncoc1C(=O)Nc1ccccc1C(N)=O	0.9	1	0.9	-10	-1	0.9	4	0	1	9
Cc1oc(C(=O)O)cc1COc1cccc2cccnc12	0.7	1.1	0.9	20	-7	0.6	-10	0	1	26
COc1ccc(-n2nc3c(N)n[nH]c3cc2=O)cc1	0.7	1	1.6	7	2	2*	-2	0	1.1	30
C=CCn1cnc2c(nnn2-c2ccc(OC)c(OC)c2)c1=O	1	1	1	-3	2	1	-3	-2	1	4
Cc1ccc(NC(=S)N(Cc2ccccc2)Cc2cccs2)c(C)c1	0.8	1	1	2	-3	1	-9	-1	1	18
CCN1CCN(c2ncnc3c2cnn3-c2ccccc2)CC1	0.9	1.1	1	-7	-8	1	-18	1	1	10
Cc1cccn2c(=O)c(C=Nc3c(C)n(C)n(-c4ccccc4)c3=O)c(N3CCCC3)nc12	1.2	1.1	1.1	10	-8	1.1	12	.	1	-18
CCCn1c(OC)nc2c1c(=O)n(C)c(=O)n2C	0.8	1	0.9	-22	-1	0.8	-13	-4	1	22
O=C(O)C1C(c2ccccc2)C(C(=O)OCc2ccco2)C1c1ccccc1 (stereo unspecified)	0.8	1	0.9	7	-3	0.9	-4	-4	1.1	16

Reprinted at random: 2 records from the list, in no set order.
SMILES	Diaph act CS	TNAP act hiacc	PMI act	G6PDH counter	TNAP inh hi DEA	PMI act satM6P	TNAP inh noacc	HMGR II inh	FLuc act counter	Diaphorase inh
COC(=O)C1=CN(C2CCCCC2)C=C(C(=O)OC)C1c1ccc2c(c1)OCO2	0.8	1.1	0.8	13	-8	0.9	-14	-7	1.1	25
COc1cc(/C=N/NC(N)=S)ccc1OCC(=O)N1CCOCC1	1	1	0.9	-5	0	1.1	-2	-7	1.1	3

Source: PubChem (several laboratories)
